Compound activity (PubChem BioAssay)
SRC2 inh – inhibition of GAL4-SRC2 driven luciferase reporter, primary screen, SRC2 inhibitor project, cell-based, luminescence. hit rate 0.17% among 370,000. inhibition, % at 9 µM. Nuclear receptor coactivator 2 (Homo sapiens), Q15596. HEK293 GAL4-SRC2 luciferase reporter;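 active = inhibition above the mean inhibition of all tested compounds plus 3 SD, set per campaign, cut at about 52% in these data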;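 also: 0% = DMSO treated cells and 100% = cells given Gossypol at 36 µM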
MC4R antag cAMP – MC4R antagonists of cAMP signaling, primary screen, cell-based, TR-FRET, antagonist arm of biased-ligand search; MC4R-expressing cells, MTII-stimulated cAMP, LANCE TR-FRET; inhibition, % at 6.5 µM; hit rate 0.48% among 360,000;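 active = inhibition above its plate's cutoff, the mean of tested wells on that plate plus 3 SD, cut at about 29% in these data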;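 also: 0% = Melanotan II alone and 100% = Melanotan II plus saturating MCL0020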
Target sequence (P32245 whole entry, looked up): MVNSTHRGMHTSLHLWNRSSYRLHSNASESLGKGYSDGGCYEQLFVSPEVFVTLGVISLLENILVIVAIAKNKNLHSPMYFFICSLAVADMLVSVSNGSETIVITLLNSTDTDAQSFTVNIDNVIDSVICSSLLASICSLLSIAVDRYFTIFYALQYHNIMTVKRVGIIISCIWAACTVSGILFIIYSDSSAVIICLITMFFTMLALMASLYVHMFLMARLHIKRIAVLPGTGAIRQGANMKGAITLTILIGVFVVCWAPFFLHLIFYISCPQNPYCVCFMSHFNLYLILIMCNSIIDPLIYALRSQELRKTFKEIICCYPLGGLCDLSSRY
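Assay system: human MC4R-expressing U2OS cells; reagent: Melanotan II stimulation of cells; dosing: 6.5 µM single dose; timing: compound 30 min, challenge 1 h, detection 1 h; signal: TR-FRET cAMP assay; replicates: one well per compound, no replicates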
N-glyco inh – increase of ERlucT glycosylation luciferase signal, primary screen, N-linked glycosylation inhibitor project, D54 ERlucT cells, luminescence, set 2; D54 ERlucT glycosylation luciferase reporter, 24 h; percent of 100 nM tunicamycin response; reporter increase, % at 12.5 µM; hit rate 0.23% among 360,000; AID 588692, 2011;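 active = mean luciferase reporter signal, scaled so untreated is 0 and the glycosylation-blocking control 100, at or above a set limit in every replicate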;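 also: luciferase carries N-glycosylation sites so blocking glycosylation raises the light; 0% = median of neutral control wells and 100% = median of 100 nM tunicamycin wells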
m5-HT2A agonist – mouse Htr2a agonists via beta-arrestin recruitment, primary screen, cell-based, luminescence. 5-hydroxytryptamine receptor 2A (Mus musculus), P35363. CHO-K1 mHTR2A beta-arrestin complementation; percent of 30 µM serotonin response. activation, % at 7.6 µM. hit rate 0.66% among 360,000. AID 624169, 2012;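 active = activation above a run cutoff, the mean activation of all tested compounds plus 3 SD, cut at about 14% in these data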;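 also: 0% = plate median of compound wells and 100% = 30 µM serotonin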
Target sequence (P35363 whole entry, looked up): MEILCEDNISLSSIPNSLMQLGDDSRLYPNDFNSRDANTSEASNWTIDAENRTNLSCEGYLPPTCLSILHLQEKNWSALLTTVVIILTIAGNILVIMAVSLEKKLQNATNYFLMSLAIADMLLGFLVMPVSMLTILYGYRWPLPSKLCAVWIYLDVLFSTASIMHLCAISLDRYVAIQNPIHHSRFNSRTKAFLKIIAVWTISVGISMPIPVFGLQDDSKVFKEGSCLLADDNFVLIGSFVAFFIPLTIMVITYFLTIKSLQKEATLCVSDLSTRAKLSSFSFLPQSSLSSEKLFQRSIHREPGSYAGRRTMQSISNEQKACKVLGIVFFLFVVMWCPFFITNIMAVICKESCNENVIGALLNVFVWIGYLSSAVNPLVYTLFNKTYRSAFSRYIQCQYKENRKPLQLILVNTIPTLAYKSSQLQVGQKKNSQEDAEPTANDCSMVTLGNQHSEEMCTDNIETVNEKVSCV
TLR9-MyD88 inh – inhibitors of TLR9-MyD88 association in cells, primary screen, cell-based, CHO, BLA complementation, fluorescence; Toll-like receptor 9 (Homo sapiens) + Myeloid differentiation primary response protein …; CCF4 FRET ratio; inhibition, % at 4.98 µM; hit rate 0.21% among 340,000; AID 504734, 2011;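 active = inhibition above the mean over all tested compounds plus 3 SD, cut at about 21% in these data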;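 also: 0% = DMSO only wells and 100% = clavulanate BLA inhibitor control wells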
ABCB6 inh MLPCN – ABCB6 transporter inhibitors, primary screen, K562-ABCB6 cells, flow cytometry, MLPCN library; K562-ABCB6 porphyrin accumulation, 1 h; hits give low values; fluorescence ratio to DMSO, % at 10 µM; hit rate 0.19% among 360,000;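 active = fluorescence ratio to DMSO below 75%, the collection mean minus 3 SD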;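 also: signal is porphyrin accumulated inside mitochondria; 100% equals median channel fluorescence of DMSO control wells; lower ratio means ABCB6 inhibition with less porphyrin fluorescence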
MC4R ag barr – MC4R agonists recruiting beta-arrestin, primary screen, cell-based, luminescence, agonist arm of biased-ligand search | U2OS MC4R beta-arrestin complementation; percent of melanotan II response, DMSO zero | activation, % at 8.9 µM | AID 540308, 2011 | hit rate 0.98% among 360,000 | Melanocortin receptor 4 (Homo sapiens), P32245;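 active = activation above a per-plate cutoff, the mean activation of sample wells on that plate plus 3 SD, cut at about 8% in these data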
NOD2 RIPK2 PPI – NOD2-RIPK2 binding disruptors in cells, primary screen, fluorescence, CHO cells, BLA complementation. AID 624267, 2012. Receptor-interacting serine/threonine-protein kinase 2 (Homo sapiens), O43353. hit rate 0.38% among 360,000. inhibition, % at 4.98 µM. CCF4 ratio; in the data active = inhibition above about 21%;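 also: 0% = vehicle only and 100% = reference blocker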
Cardio protect – cardioprotection against H2O2-induced cell death, primary screen, uHTS, H9c2 cells, ATPLite luminescence | H9c2 cardiomyocytes, H2O2 injury protection, 2 h | protection from H2O2 cell death, % at 20 µM | hit rate 0.63% among 360,000 | AID 588492, 2011;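 active = compounds giving at least 50% protection of heart cells from peroxide-induced death in the single-dose screen, raw or plate-pattern-corrected value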;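 also: 0% = DMSO wells with peroxide and 100% = DMSO wells without peroxide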
ABHD5 PLIN5 PPI – ABHD5-PLIN5 interaction inhibitors, primary screen, cell lysate, split luciferase complementation, luminescence | Perilipin-5 (Homo sapiens) + 1-acylglycerol-3-phosphate O-acyltransferase ABHD5 (Homo … | hit rate 0.78% among 360,000 | inhibition, % at 4 µM | Split G. princeps luciferase complementation, 4 h;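 active = inhibition above the mean inhibition across every tested compound plus 3 SD, cut at about 22% in these data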;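 also: 0% = DMSO only wells and the 100% control is not disclosed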
Active calls of the source: *; / = not tested or not shown. A portion of the library; count on the stated rates, not on these rows.

entry	Molecule	N-glyco inh	ABHD5 PLIN5 PPI	NOD2 RIPK2 PPI	SRC2 inh	Cardio protect	TLR9-MyD88 inh	MC4R ag barr	m5-HT2A agonist	ABCB6 inh MLPCN	MC4R antag cAMP
1	O=S(=O)(NC1CCCCC1)c1ccc(Br)s1	-2.2	-0.3	2.5	-6.0	-2.6	-6.6	1.4	3.0	103.0	11.6
2	CCSc1nc2c(c(=O)[nH]1)C(c1ccccn1)C1=C(CC(C)(C)CC1=O)N2 (centres undefined)	1.1	-5.5	-8.2	-8.9	15.5	5.2	-2.5	-5.5	93.0	-1.2
3	N#C/C(=C(/O)c1cccs1)c1nnc2n1CCCCC2	0.6	-1.6	-1.5	-4.0	-3.3	-13.2	-1.0	-0.4	102.0	0.2
4	Cc1cc2cc(CNC(=O)c3ccc4c(c3)OCO4)ccc2[nH]1	-3.6	-0.4	0.1	-24.9	2.2	-1.6	-0.1	-1.8	107.0	10.6
5	Cc1cc(C)cc(NC(=S)NC(=O)Cc2ccccc2)c1	-2.6	-2.7	-7.6	-14.9	-1.3	15.5	0.4	4.1	93.0	7.7
6	O=C(O)/C=C\C(=O)NC1CCCCC1	-0.7	1.3	-5.1	-0.2	3.2	6.2	0.0	-2.0	106.0	16.5
7	O=C(NCC1CCCO1)c1ccc(N2CCCCC2)nc1 (centres undefined)	2.0	0.7	-1.5	-58.2	-3.4	-1.9	-0.7	-1.0	101.0	-6.2
8	COc1ccc2c(c1)c(CC(=O)OCC(=O)N(C)C)c(C)n2C(=O)c1ccc(Cl)cc1	-6.8	-0.4	9.2	16.8	0.6	-8.4	-0.6	-10.3	93.0	3.6
9	COc1ccc(CCNC(=O)COC(=O)/C=C/c2ccc(OC)c(OC)c2)cc1	-0.4	-3.5	4.6	-12.4	15.7	7.4	-1.3	-0.3	102.0	4.3
10	O=C(NCc1ccco1)C1CCCN1C(=O)Nc1ccccc1[N+](=O)[O-] (centres undefined)	0.8	-3.1	-20.6	-16.3	-0.5	4.3	-1.6	-0.5	95.0	-0.1
11	Cc1ccc(S(=O)(=O)NCC[C@@]2(C)C3CCC2(C)C(=O)C3)cc1 (some centres undefined)	-2.5	-6.7	-1.6	9.2	-6.6	-9.7	-1.9	-1.5	97.0	-7.3
12	CCNC(=S)Nc1cccc(S(=O)(=O)Nc2ccccc2OC)c1	1.3	2.1	-13.8	-21.0	1.4	11.2	1.1	2.1	96.0	8.7
13	CC(C)C[C@@]12C(=O)N(c3ccc(Br)cc3)C(=O)N1[C@H](c1ccc(Br)cc1)[C@@H]1C(=O)N(C(C)(C)C)C(=O)[C@@H]12	-10.6	-9.0	0.3	-0.5	-2.0	2.4	-0.3	4.5	99.0	3.7
14	CCCCN1C(=S)NC[C@@H]1C(C)CC (some centres undefined)	1.2	3.1	-9.2	-9.6	-2.1	3.0	-0.6	-5.2	93.0	5.4
15	C=CCn1c(-c2c[nH]c3ccccc23)n[nH]c1=S	-2.1	-4.8	7.0	-1.8	3.5	-0.2	-2.9	-0.4	104.0	1.2
16	COC(=O)c1ccc(COC(=O)c2nn(C)c(=O)c3ccccc23)cc1	1.5	1.3	-8.8	-50.9	-19.5	-8.7	-1.9	6.5	121.0	15.3
17	O=C(Nc1cccc([N+](=O)[O-])c1)C1CCN(C(=O)Cc2ccccc2)CC1	1.2	-3.9	-5.1	-37.7	7.8	-6.2	-6.1	1.0	99.0	10.8
18	CCCn1c(-c2cc(OC)c(OC)c(OC)c2)nc2c1c(=O)[nH]c(=O)n2Cc1ccccc1	-1.4	6.5	-5.5	-20.8	-0.3	10.6	-2.3	1.5	98.0	-13.6
19	C=CCN1C(=O)C(Cc2ccccc2)S/C1=N/N=C/c1cccs1 (centres undefined)	-2.1	-8.4	2.3	20.6	-2.5	-6.0	2.7	-3.8	93.0	15.5
20	CNC(=O)c1nc(C)c(C2(C)CC(c3ccccc3)=NO2)s1 (centres undefined)	-3.6	5.6	2.9	11.2	-1.6	-6.5	0.8	-0.2	101.0	12.0
21	CCCCSc1nnc(-c2ccc(C)cc2)o1	-9.1	2.6	-5.5	-79.8	-9.6	0.3	4.2	4.3	97.0	2.6
22	CCN(CC)c1ccc2cc(NC(=O)CCC(=O)O)c(=O)oc2c1	-0.2	-3.7	78.8*	84.7*	-15.9	68.3*	1.6	9.0	98.0	19.0
23	CCOc1ccc(N(CC(=O)NC2CCC(C)CC2)S(=O)(=O)c2c(C)noc2C)cc1 (centres undefined)	-2.0	9.1	-7.6	-8.0	4.1	-0.9	-1.3	8.9	96.0	-7.6
24	Cc1ccc2oc(C(=O)N3CCC(N4CCSCC4)CC3)c(C)c2c1	-1.2	-10.7	-2.3	-2.8	-3.0	0.5	-0.5	-6.3	98.0	11.8
25	CCCCN(C(=O)CN(C)CC(=O)Nc1cccc(OC)c1)c1c(N)n(CCCC)c(=O)[nH]c1=O	0.8	-2.7	1.9	-12.1	1.3	-5.2	0.0	-1.1	99.0	20.0
26	Cc1ccccc1C(=O)Nc1nc(=S)ss1	-0.4	-11.1	4.3	-0.1	-12.6	1.2	-2.4	1.8	96.0	2.4
27	COc1ccc(-n2c(C)nc3c(cnn3-c3ccc(C)c(C)c3)c2=O)cc1	-2.1	6.3	-8.4	-27.0	-15.1	-9.5	0.0	0.6	97.0	7.3
28	O=C(NNS(=O)(=O)c1ccccc1F)c1ccccc1-n1cccc1	0.5	-1.7	2.2	-7.2	1.5	-0.6	-1.8	-6.1	106.0	12.2
29	Cc1c(Cl)c(C(F)(F)F)nn1CC(=O)NCc1ccco1	2.3	4.8	0.5	2.3	5.1	0.5	-1.0	1.2	94.0	-5.7
30	CCC[n+]1c(C)sc2c(OC)ccc(OC)c21	0.8	0.8	-0.5	-11.6	-0.8	-4.7	-3.7	-2.1	92.0	17.4
31	C[C@@H]1CN([C@@H](C)CO)S(=O)(=O)c2ccc(Br)cc2O[C@H]1CN(C)C(=O)C1CCOCC1	1.6	3.5	-2.9	1.7	5.0	-6.1	0.3	11.1	93.0	-0.2
32	Cc1cccc(C(=O)Nc2ccc(C(=O)N/N=C/c3ccc(C)o3)cc2)c1	-3.7	3.3	3.6	0.2	14.7	-0.6	1.2	-2.9	97.0	-5.8
33	COc1cccc(-n2nnc3c(=O)n(CC(=O)NC4CCCC4)cnc32)c1	4.2	3.3	0.7	/	-0.1	11.8	-0.9	3.6	95.0	-3.1
34	CCN1CCN(CCCNC(=O)C2CCCN(c3nnc(-n4cccc4)s3)C2)CC1 (centres undefined)	-0.8	-2.4	-5.4	-8.8	6.1	-8.0	1.6	0.9	102.0	12.6
35	C[C@@H]1CN([C@@H](C)CO)C(=O)CCCn2nncc2CO[C@H]1CN(C)S(=O)(=O)c1ccc(Cl)cc1	5.1	-0.5	-2.4	-0.8	3.2	-7.0	1.6	-1.1	99.0	0.4
36	O=C(CSc1ccc(-c2cccnc2)nn1)Nc1ccc(F)cc1F	-1.7	-5.9	-3.0	-14.3	-0.3	-0.8	-2.0	-2.1	103.0	1.8
37	Cn1cc(Br)c(C(=O)N2CCc3ccccc32)n1	1.7	1.6	-3.2	-2.9	-3.6	-5.1	-1.1	-3.0	99.0	-2.5
38	CCCn1nc(NS(=O)(=O)c2cccc3nonc23)c2cc3cc(C)ccc3nc21	1.0	11.3	-3.4	-0.6	-4.5	-12.9	-2.9	-4.6	112.0	-5.1
39	C=C(C(=O)Nc1ccccc1)c1ccc(C)cc1	-3.1	-3.6	-4.0	-18.4	-7.9	-1.2	-0.7	-1.6	99.0	-3.6
40	Cc1ccc(-c2cc(C(F)F)nc(N3CCOCC3)n2)cc1	0.6	-3.9	7.6	-53.5	0.6	-5.0	1.7	4.6	97.0	-3.4
41	COc1cc(NC(C)C(=O)N2CC(C)OC(C)C2)cc(OC)c1 (centres undefined)	-4.3	1.5	-2.7	-13.5	1.3	-15.6	-2.4	-3.9	95.0	15.5
42	CC(=O)c1ccc(NC(=O)CSC(=S)N2CCCC2)cc1	2.7	1.5	-4.6	-30.1	-2.9	9.5	-0.9	3.9	95.0	13.8
43	CCN(CC(=O)Nc1ccc2c(c1)OCCO2)C(=O)c1cccc(S(=O)(=O)N2CCOCC2)c1	-0.1	-5.8	-11.6	-2.9	4.3	-1.0	1.8	2.6	91.0	1.1
44	COc1ccc2nc(SCC(=O)NC(C)c3ccccc3)[nH]c2c1 (centres undefined)	2.3	5.0	-4.5	-7.6	-4.2	3.8	-1.4	-0.8	93.0	8.4
45	CCOC(=O)c1cnn(-c2cc(C)c3ccccc3n2)c1N	8.0	0.6	-8.6	-27.4	-4.0	-9.6	4.0	3.0	81.0	2.7
46	COc1ccc(NC(=O)COC(=O)CCSc2ccccc2)cc1OC	0.7	0.5	-7.4	-20.2	13.3	-3.0	-1.0	0.4	89.0	-0.3
47	CC(C)(C)n1cnc2cc(NCc3cccs3)ccc21	-1.1	2.1	5.3	-16.4	-8.0	11.7	-2.4	3.0	94.0	5.1
48	COc1ccc(NC(=O)COC(=O)CN2C(=O)NC(C)(C)C2=O)cc1	3.0	-4.0	-1.7	2.2	-5.9	-6.6	-1.2	1.5	106.0	1.0
49	CCC1Oc2ccc(C)cc2N(CC(=O)NCCCN2CCN(Cc3ccccc3)CC2)C1=O (centres undefined)	-3.2	10.4	1.1	25.8	-0.7	4.5	2.4	-0.5	101.0	-6.9
50	Cc1occc1-c1nnc(SCC(=O)Nc2ccccc2)n1C(C)c1ccccc1 (centres undefined)	-3.6	-0.1	6.6	16.0	-6.4	4.2	-2.0	2.3	85.0	8.5
51	O=C(NCCc1ccccc1)C1CCN(Cc2cccc3ccccc23)CC1	1.4	-2.3	1.4	-23.5	-0.7	-4.0	-0.5	-0.4	104.0	8.0
52	CCCCNC(=O)O[C@@H]1C[C@H]2CCCC(=O)N3CC[C@@H](C1)[C@@H]23	2.1	4.0	-5.6	10.9	6.4	-5.5	-0.2	-4.3	102.0	4.6
53	Cc1c(NC(=O)c2ccco2)cccc1-c1nc2cccnc2s1	-4.0	-4.8	-15.6	7.0	0.0	4.0	-1.0	-2.1	96.0	-1.7
